Screening data deposited in PubChem BioAssay by several laboratories.
GlmU inhibition: inhibition of mycobacterial GlmU enzyme – biochemical, glucosamine-1-phosphate acetyltransferase (AID 1376) | M. tuberculosis GlmU acetyltransferase enzyme assay; higher % means a stronger effect | inhibition, %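 (tested at 30 µM in the primary screen)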, or IC50 in µM where a hit was titrated | hit rate 0.25% among 220,000; in the data active means inhibition above about 13%;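 further: 0% = complete reaction with vehicle and 100% = reaction without substrate; strong numbers were not always called active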
RmlCD inh 1536: M. tuberculosis RmlC/RmlD inhibition | P9WH09+P9WH11 | RmlC+RmlD coupled enzyme assay, percent inhibition; primary screen in compound mixtures | inhibition, % at 3.6 µM | hit rate 0.03% among 160,000; in the data active means inhibition mostly above about 34%, no sharp cut-off; further: some results filed as inactive read as strong as hits
Target sequence (P9WH09 whole entry, looked up): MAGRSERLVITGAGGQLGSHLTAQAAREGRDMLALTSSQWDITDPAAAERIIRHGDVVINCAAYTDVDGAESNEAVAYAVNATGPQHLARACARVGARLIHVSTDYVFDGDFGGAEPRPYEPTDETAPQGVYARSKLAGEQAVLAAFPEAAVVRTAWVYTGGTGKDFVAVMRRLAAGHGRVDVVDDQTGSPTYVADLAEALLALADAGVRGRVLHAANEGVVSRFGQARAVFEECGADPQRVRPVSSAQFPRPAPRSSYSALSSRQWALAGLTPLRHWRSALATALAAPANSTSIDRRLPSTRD
Target sequence (P9WH11 whole entry, looked up): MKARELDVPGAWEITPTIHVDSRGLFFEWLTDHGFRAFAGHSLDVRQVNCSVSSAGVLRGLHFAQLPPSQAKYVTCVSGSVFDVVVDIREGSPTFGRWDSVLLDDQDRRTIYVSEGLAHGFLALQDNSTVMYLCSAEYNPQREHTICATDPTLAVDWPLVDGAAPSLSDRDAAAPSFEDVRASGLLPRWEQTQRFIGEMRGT
Starred values were filed as active, the others as inactive; . = not tested or not shown; & = joins results of further samples.

SMILES	GlmU inhibition	RmlCD inh 1536
O=C(NCc1ccccn1)c1cccs1	3.0%	-1
CCN(CC)C(=O)CSc1ncnc2sccc12	-9.7%	.
CCOc1ccc2nc(NC(=O)C(CC)Sc3nc(C)cc(=O)[nH]3)sc2c1 (stereo not given)	4.7%	-2
O=[N+]([O-])c1ccc(O)c(C=Nc2ccc3oc(Cc4ccc(Cl)cc4)nc3c2)c1	0.6%	-6
O=C(NN1CCN(Cc2ccccc2Cl)CC1)c1ccc(Br)cc1	2.5%	-16
Cc1cc(NC(=O)CSc2nnc(-c3cccnc3)n2Cc2ccccc2)no1	-0.4%	-10
CCOc1ccc(CN(C)CC(=O)Nc2cc(C)c(C)cc2[N+](=O)[O-])cc1	8.1%	7
CS(=O)(=O)N1CCN(c2ccc([N+](=O)[O-])c(NCc3cccnc3)c2)CC1	2.3%	3
Cc1nonc1CN(C)C(=O)c1ccc(OC2CCN(Cc3ccccn3)CC2)cc1	-2.4%	.
CC(=O)/C(=N/Nc1ccccc1C)N1CCOCC1	1.0%	-12
CC(C)N(C1=CC(=O)OC12CCCCC2)C(C)C	2.2%	30
Fc1ccccc1CNc1cc(Cl)cc(Cl)c1	-3.2%	3
COc1ccccc1C(OC(=O)c1cccs1)C(=O)NCc1ccco1 (stereo not given)	0.1%	3
N#C/C(=C(/O)c1cccs1)c1nnc2n1CCCCC2	-1.7%	-3
CCN1CCCC1CNC(=O)c1cc2c(-c3cccc(OC)c3)nn(C)c2s1 (stereo not given)	20%	7
CC1(C)Cc2ccccc2-c2nnnn21	1.8%	.
Cc1oc2ccccc2c1-c1cn2c(n1)SCC2	-0.5%	.
O=C(Cn1nnc(-c2ccccc2Cl)n1)N/N=C/c1ccc2c(c1)OCO2	0.3%	-6
Fc1ccccc1NC(=S)NN(Cc1ccccc1)c1ccccc1	1.2%	.
O=C(C1=C[C@H](c2ccc3c(c2)OCO3)C[C@H](OCCCCO)O1)N1CCN(Cc2ccc3c(c2)OCO3)CC1	-0.6%	.
COc1ccccc1NC(=O)C1=C(C)NC(SCC(=O)Nc2ccc(C(=O)O)cc2)=C(C#N)C1c1cccs1 (stereo not given)	4.8%	-2
CCCCC(=O)OCCNC(=O)c1cc2ccccc2oc1=O	-2.2%	23
O=c1c2ccccc2nnn1Cc1ccc(Br)cc1	2.6%	6
CCC(C)(C)NC(=O)c1ccccc1Oc1ccccc1	4.0%	5
CC(C)Cn1c(SCC(=O)N2CCN(S(=O)(=O)c3ccccc3)CC2)nc2ccccc21	5.2%	.
COc1ccc(Cl)cc1C(=O)Nc1nc2ccc(S(C)(=O)=O)cc2s1	-8.6%	-1
CCc1c(C)nc2cc(-c3cc(OC)cc(OC)c3)nn2c1N1CCN(CCN2CCOCC2)CC1	-8.1%	.
COc1ccc(NC(=S)Nc2ccccc2)cn1	1.1%	4
O=C(OCC(=O)N1CCN(C(=O)c2ccco2)CC1)c1cc(-c2ccccc2)nc2ccccc12	8.4%	21
CC/C(=N\NS(C)(=O)=O)c1ccccc1	-2.1%	1
Cc1ccc(NC(=O)c2cc(S(=O)(=O)NCCC3=CCCCC3)ccc2F)cc1	-0.8%	.
COc1ccc2c(c1)CCC1=C2NC(=S)NC1c1ccc(N(C)C)cc1 (stereo not given)	-3.4%	.
O=C(c1ccccc1)c1cnc2ccc(Cl)cc2c1N1CCOCC1	-0.9%	-10
Cc1ccc(C(=O)Nc2ccccc2)cc1S(=O)(=O)Nc1ccc(Cl)cn1	-2.5%	-2
COc1cc([N+](=O)[O-])cc(/C=N/NC(=O)Cn2nccc2C)c1O	3.9%	-4
CCOC(=O)N1CCC(c2cc(=O)n3[nH]cc(C(=O)OC)c3n2)CC1	-4.2%	7
COc1ccccc1C(=O)NNC1CC(=O)N(c2ccc3c(c2)OCCO3)C1=O (stereo not given)	1.5%	-11
COc1ccccc1S(=O)(=O)Cc1ccc(C(=O)NCc2ccc3c(c2)OCO3)o1	-0.1%	-3
Cc1ccc2nc3c(cc(C#N)c(=O)n3CC3CCCO3)c(=O)n2c1 (stereo not given)	-1.3%	-1
c1ccc(-c2nc3ccccn3c2NCc2ccc3c(c2)OCO3)cc1	-6.8%	6
COc1ccc(NC(=O)c2cc3cc(OC)ccc3oc2=N)cc1	4.4%	-6
CC(=O)[C@@H]1[C@@H](C(=O)c2ccccc2)[C@]2(C(=O)Nc3ccccc32)[C@H]2C=Cc3cc(F)ccc3N12	1.9%	.
CCNS(=O)(=O)c1ccc(NC(=O)c2ccccc2)cc1	2.2%	13
Cc1cc2oc(C(=O)Nc3ccc(S(N)(=O)=O)cc3)c(C)c2cc1Cl	-3.2%	-15
COc1cc(C(=O)NC(=S)Nc2ccc(Cl)c(C(=O)O)c2)cc(OC)c1OC	0.5%	12
Cc1cccc(OCC(=O)NC2CCCc3ccccc32)c1C (stereo not given)	0.5%	-11
CC1(C)CC(=O)C2=C(C1)Nc1nc(SCCN3CCOCC3)[nH]c(=O)c1C2c1cccs1 (stereo not given)	1.7%&-3.0%	14
O=C(Nc1ccc(OC(F)F)c(Cl)c1)Nc1ccc2c(c1)OCO2	-4.7%	.
CS(=O)(=O)N(CC(=O)Nc1ccccc1Sc1ccccc1)c1ccc(F)cc1	1.8%	6
O=C(NCCc1c[nH]c2ccccc12)C(=O)NCC(c1ccco1)N1CCN(c2ccccc2)CC1 (stereo not given)	8.1%	7
COc1ccc(S(=O)(=O)n2cnc3cc(C)c(C)cc32)cc1C	4.3%	.
CCc1sc(N(C(=O)Cc2ccccc2)c2ccc(F)cc2)nc1-c1ccccc1	0.8%	-2
CCCCOC(=O)Nc1nc2ccccc2s1	0.7%	.
Cc1nn(CC(=O)NCCN2CCOCC2)c(C)c1[N+](=O)[O-]	1.6%	1
COc1ccc(NC(=O)N2CCN(S(C)(=O)=O)CC2)cc1	-8.8%	6
C(=N\n1cnnc1)/C1CCCCC1	6.2%	-8
Cc1ccsc1CNC1C2CC3CC(C2)CC1C3 (stereo not given)	0.5%	21
COc1ccc(CC(=O)NCC(=O)N/N=C/c2cc(Br)ccc2OC)cc1	-4.2%	-9
C/C(=N\NC(=O)c1ccc(CSc2nncn2C)cc1)c1ccc(C#N)cc1	2.7%	-6
COc1ccc(C2=CC(c3ccc(OC)c(OC)c3)c3c(c4ccccc4oc3=O)O2)cc1OC (stereo not given)	-1.6%	0

Compound profiles (already shown).
Shown for COc1ccc(NC(=S)Nc2ccccc2)cn1 : GlmU inhibition = 1.1%; RmlCD inh 1536 = 4
Shown for CS(=O)(=O)N1CCN(c2ccc([N+](=O)[O-])c(NCc3cccnc3)c2)CC1 : GlmU inhibition = 2.3%; RmlCD inh 1536 = 3
Shown for CCc1c(C)nc2cc(-c3cc(OC)cc(OC)c3)nn2c1N1CCN(CCN2CCOCC2)CC1 : GlmU inhibition = -8.1%; RmlCD inh 1536 = .

Remaining list, next part.
SMILES	GlmU inhibition	RmlCD inh 1536
COc1cccc(/C=N/NC(=O)c2ccccc2)c1OS(=O)(=O)c1ccccc1	2.3%	-10
Cc1c(C(N)=O)sc2ncn(CC(=O)NCCc3ccccc3)c(=O)c12	0.9%	6
Cc1ccc(O)c(/C=N/NC(=O)c2[nH]ncc2Br)c1	0.4%	.
N/C(=N\OC(=O)COc1ccc(Cl)cc1Cl)c1ccncc1	0.1%	.
CCCCn1c(CCC(=O)O)nc2cc(S(=O)(=O)N(C)C)ccc21	-4.5%	-25
CCOc1ccccc1NC(=O)CN1C(=O)CSC(C)C1=O (stereo not given)	-1.2%	.
Cc1ccc(C(=O)N2CCSCC2)cc1	-5.2%	-10
O=C(CN1CCN(c2ncccn2)CC1)Nc1ccccc1C(F)(F)F	-1.3%	4
CCCCn1c(O)c(C(C)=Nc2ccc(OCC)cc2)c(=O)[nH]c1=O	1.4%	-11
CCOC(=O)Cn1c(=O)oc2cc(S(=O)(=O)N3CCCC(C(=O)OCC)C3)ccc21 (stereo not given)	0.3%	.
COC(=O)c1ccc(-c2noc(CN(C)CC3CCCCO3)n2)cc1 (stereo not given)	-7.2%	7
CCOC(=O)c1c(NC(=O)CSc2nnc(CNc3ccc(F)cc3)o2)sc(C)c1C	-1.1%	7
CCCCC1C2C(=O)N(c3ccc(C)cc3)C(=O)C2ON1c1ccccc1 (stereo not given)	6.4%	-10
Cc1ccc(-c2ccc(CCC(=O)O)n2-c2ccc(O)cc2)cc1	.	-13
CCC1(CC)C(=O)N(C)C(=O)NC1=Nc1ccccc1	1.8%	.

Given with each value named: entries from further up
SMILES: CCOc1ccc(CN(C)CC(=O)Nc2cc(C)c(C)cc2[N+](=O)[O-])cc1
  GlmU inhibition: 8.1%
  RmlCD inh 1536: 7

SMILES: CS(=O)(=O)N1CCN(c2ccc([N+](=O)[O-])c(NCc3cccnc3)c2)CC1
  GlmU inhibition: 2.3%
  RmlCD inh 1536: 3

Going on with the list:
SMILES	GlmU inhibition	RmlCD inh 1536
CC(C)Cc1nc2n[nH]c(N)c2c2c1CCCC2	-2.2%	-7
CC(C)C[C@H](NC(=O)c1[nH]cnc1C(=O)Nc1ccc(CNC(=O)OC(C)(C)C)cc1)C(=O)OCc1ccccc1	11%	-8
N/C(=N\OC(=O)c1cccc([N+](=O)[O-])c1)c1cccnc1	-3.5%	2
O=C(OCC(=O)N1CCN(C(=O)c2ccco2)CC1)c1cc(-c2cccc(Br)c2)nc2ccccc12	-3.1%	-5
N[C@@H](Cc1c[nH]c2ccccc12)c1nnc(SCc2ccc(Cl)cc2)o1	1.5%	-3
CCOC(=O)C1=C(c2ccccc2)O/C(=C(\C(=O)OC)C(F)(F)F)S1	-4.0%	8
Cc1ccc(CNC(=O)CCCn2c(=O)[nH]c3ccccc3c2=O)cc1	0.6%	5
Cc1cc(C)n2c(SCC(C)C)nnc2n1	3.2%	-8
CCOc1ccccc1NC(=O)CSc1nnc(-c2cnccn2)n1C	1.4%	28
Cc1ccc(Nc2ncnc3sc(C)c(C)c23)cc1C	0.6%	13
Cc1ccccc1OCC(=O)NCC1CCCO1 (stereo not given)	6.8%	9
COc1ccc(-c2cc(C(=O)N3CCN(C(c4ccccc4)c4ccccc4)CC3)no2)cc1	-1.2%	7
CCCCOc1ccc(/C=C/C(=O)OCC(=O)N2CC(=O)Nc3ccccc32)cc1OCC	2.7%	4
CC(=O)c1ccc(NC(=S)NCC(c2ccco2)N2CCCC2)cc1 (stereo not given)	-1.1%	4
O=C1CC(=O)N(Cc2ccccc2)C(=O)N1CCCCCCN1C(=O)CC(=O)N(Cc2ccccc2)C1=O	1.9%	-4

Compounds listed so far containing a CF3 group (2):
SMILES	GlmU inhibition	RmlCD inh 1536
O=C(CN1CCN(c2ncccn2)CC1)Nc1ccccc1C(F)(F)F	-1.3%	4
CCOC(=O)C1=C(c2ccccc2)O/C(=C(\C(=O)OC)C(F)(F)F)S1	-4.0%	8

(next part)
SMILES	GlmU inhibition	RmlCD inh 1536
Cc1ccc(C)c(NC2=NS(=O)(=O)c3ccccc32)c1	-2.5%	29
CCOc1ccc2c(c1)N(C(=O)CN1C(=O)CCC1=O)C(C)(C)C=C2C	-2.7%	9
CC(=O)Nc1ccc(C(=O)Cn2nnc3ccccc3c2=O)cc1	-3.0%	-2
Cc1cc(C)cc(NC(=O)N2CCCCCCC2)c1	1.0%	9
C/C(=N\N=C(c1ccccc1)c1ccccc1)c1cccs1	-5.5%	-3
COc1cc(NS(=O)(=O)c2cc(C(=O)N3CCN(C(C)=O)CC3)ccc2OC)cc(OC)c1	6.0%	3
Cc1ccccc1NC(=O)c1cc(C(=O)c2cc(Cl)ccc2O)cn(-c2ccccc2C)c1=O	-0.8%	4
CC(C)NC(=S)N/N=C1\CCCc2ccccc21	-0.5%	-7
Cc1cc(SCC(=O)c2ccccc2)nc(C)n1	-1.4%	.
CC1CCCCC1NC(=O)/C(C#N)=C/C=C/c1ccccc1[N+](=O)[O-] (stereo not given)	3.9%	-7
COc1ccc(OC)c(N(CC(=O)Nc2ccc(NC(C)=O)cc2)S(C)(=O)=O)c1	2.9%	-7
NC(=O)N/N=C/c1c(F)cccc1F	9.7%	-11
CC(=O)N1CCC(N(CCN2CCOCC2)C(=S)Nc2cc(C)ccc2C)CC1	-6.5%	-3
O=c1[nH]c(CN2CCN(C/C=C/c3ccccc3)CC2)nc2ccccc12	4.4%	0
O=c1c2ccccc2nc(CSc2ncnc3nc[nH]c23)n1-c1ccc(Cl)c(Cl)c1	0.2%	.
COc1ccc(-c2cc(-c3ccc(OC)cc3)nc(-c3ccc4c(c3)NC(=O)CO4)c2)cc1	0.3%	.
CC(C)(C)NC(=S)NC(=O)C12CC3CCC(CC(C3)C1)C2	1.2%	-6
O=C(COCc1ccccc1)N[C@@H](Cc1ccc(O)cc1)C(=O)O	-2.2%	.
CC(=O)C1=C(O)C(=O)N(CCC(=O)O)C1c1ccccc1Cl (stereo not given)	2.4%	.
c1ccc(Oc2c3ccccc3nc3ccccc23)cc1	-0.2%	6
N#Cc1ccccc1CN1C(=O)S/C(=C/c2cccn2-c2cccc(C(=O)O)c2)C1=O	2.7%	.
COc1ccc2nc3oc(C(=O)N4CCC5(CC4)OCCO5)cc3cc2c1	-2.5%	0
Fc1ccccc1-c1n[nH]c(=S)n1/N=C/c1c[nH]c2ccccc12	2.0%	-7
O=c1cnnc(NCc2ccccc2)[nH]1	-0.4%	0
COc1cccc2c(=O)cc(C)n(CC(=O)Nc3cccc(C)c3)c12	-0.3%	.
O=C(CCN1C(=O)c2ccccc2S1(=O)=O)Nc1cccc2ccccc12	1.4%	-14
Cc1onc(-c2ccccc2)c1C(=O)N1CCOCC1	3.6%	.
O=C(Cc1ccccc1)N1N=C(c2ccncc2)CC1(O)C(F)(F)F (stereo not given)	0.4%	3

Some of the compounds tested; the hit share may differ from the screen's.
